# PriA SSB inh – blocks PriA binding to SSB C-terminal tail; AlphaScreen SSBct-PriA binding, biotinylated peptide; inhibition, % at 33 µM; 430,000 tested, 0.6% active; in the data active = inhibition mostly above about 37%, no sharp cut-off; inactive = mostly below about 20%;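 also: plate controls were negative control peptide for no effect and reference peptide for full effect; strong numbers were not always called active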
# * hit, by the source's call; & = joins results of further samples. The list is partial; the hit share may differ from the screen's.
SMILES,PriA SSB inh
COc1ccc(CCN2CC(=O)N(c3ccc(Cl)cc3)C3CS(=O)(=O)CC32)cc1 (stereo not given),-10
Cc1ccc(C(=O)Nc2ccc(SCC(=O)NCc3ccccc3)nn2)cc1,-12
COc1ccc(N2CCN(CCNC(=O)C(=O)Nc3ccc(F)c(F)c3)CC2)cc1,-11
Cc1[nH]n(-c2ccccc2)c(=O)c1C=Nc1nn[nH]n1,3
CCOc1ccc(-c2cn3c(CC(=O)N4CCOCC4)csc3n2)cc1,-14
O=c1[nH]c2cccnc2c(=O)n1CCc1ccccc1,-6
Cc1[nH]c2ccccc2c1C=NNc1nc(N2CCCCC2)nc(N2CCCCC2)n1,27
Cc1c(C(O)=C2C(=O)C(=O)N(CCCN(C)C)C2c2ccco2)cnn1-c1ccccc1 (stereo not given),-3&-8
CC1(C)CC(=O)c2cc3c(N)c(C(=O)Nc4ccccc4[N+](=O)[O-])sc3nc2C1,-6
O=C(O)CC1SC(=O)N(c2ccccc2)C1=O (stereo not given),-9
CC1CCC(C(C)C)C(OP(=O)(NCc2ccccc2)OC2CC(C)CCC2C(C)C)C1 (stereo not given),-6
CC(=O)Nc1ccc(SCCCC(=O)Nc2cc(C)no2)nn1,-6
Cc1ccccc1NC(=NS(=O)(=O)c1ccccc1)c1ccc(F)cc1,-8
c1coc(-c2nnc(C3CCNCC3)s2)c1,-10
COc1ccc(SCC2CCN(S(=O)(=O)C3CC3)CC2)cc1,4

# 2 entries drawn at random from the list so far, as already listed:
SMILES,PriA SSB inh
COc1ccc(SCC2CCN(S(=O)(=O)C3CC3)CC2)cc1,4
Cc1[nH]c2ccccc2c1C=NNc1nc(N2CCCCC2)nc(N2CCCCC2)n1,27

# The list continues.
SMILES,PriA SSB inh
Clc1ccccc1CNc1ncnc2c1cnn2-c1ccccc1,-27
COc1cn(CC(=O)NCc2ccc(F)cc2)c(CN2CCN(C(=O)c3ccco3)CC2)cc1=O,-5
COc1ccc(C=NNc2nc(NCc3ccco3)nc(Nc3ccc(OC)cc3)n2)cc1,21
O=C(Nc1ccc(SCCCC(=O)N2CCN(c3ccc(F)cc3)CC2)nn1)C1CC1,1
Cc1nccn1-c1ncc(NC(=O)c2ccco2)cn1,4
COc1ccc(-c2nnc(NC(=O)CSc3ccc(F)cc3)o2)cc1,-2
Cc1ccccc1S(=O)(=O)N=C(c1ccccc1)N(C)C,-11
O=S(=O)(c1ccc(OC(F)(F)F)cc1)N(CCc1cccs1)Cc1cccnc1,-6
Cc1ccc(S(=O)(=O)c2ccc(C(=O)N3CCN(Cc4ccc5c(c4)OCO5)CC3)cn2)cc1C,9
O=[N+]([O-])c1ccc(N2CCN(C(=S)NC3Cc4ccccc4C3)CC2)cc1,3
Cn1c(SCC(=O)NCc2ccc(F)cc2)nc2c(-c3ccccc3)c[nH]c2c1=O,-7
COc1ccc(/C=C\C(=O)OCn2nnc3ccccc3c2=O)cc1OC,-12
Cc1ccc(CNC(=O)CCc2nc3sc4c(c3c(=O)[nH]2)CCCCC4)o1,-5
Cc1oc(-c2ccc(Cl)cc2Cl)cc1C(=O)NCCO,31
O=C(Cn1ncccc1=O)N1CCC[C@H](Cc2nc(C3CC3)no2)C1,-10

# 4 of the compounds above, field by field:
COc1ccc(-c2nnc(NC(=O)CSc3ccc(F)cc3)o2)cc1
  PriA SSB inh: -2

O=[N+]([O-])c1ccc(N2CCN(C(=S)NC3Cc4ccccc4C3)CC2)cc1
  PriA SSB inh: 3

O=C(Nc1ccc(SCCCC(=O)N2CCN(c3ccc(F)cc3)CC2)nn1)C1CC1
  PriA SSB inh: 1

Cc1ccccc1S(=O)(=O)N=C(c1ccccc1)N(C)C
  PriA SSB inh: -11

# The list continues.
SMILES,PriA SSB inh
Cc1ccc(NC(=O)CSc2nc(-c3ccccc3)nc3c2CCCC3)c(C)c1,-15
CC1CN(S(=O)(=O)c2ccc3c(c2)oc(=O)c2cc(S(=O)(=O)N4CC(C)OC(C)C4)ccc23)CC(C)O1 (stereo not given),-7
CC(C)CCN1C(=O)C(C)(C)COc2ccc(NC(=O)c3cc(C4CC4)on3)cc21,-14
COC(=O)c1ccc(NC(=O)CN2CCN(Cc3nc(C(C)(C)C)cs3)CC2)cc1,13
O=C(NCCn1ccc(-c2ccncc2)n1)C1(c2ccccc2)CCOCC1,-10
CCn1nccc1C(=O)Nc1ccc2c(c1)C(=O)NC2=O,-9
O=[N+]([O-])c1cc(CN2CCN(Cc3ccccc3)CC2)ccc1Sc1ccc(Cl)cc1,58*
O=C(O)CCC(=NNC(=O)CNC(=O)/C=C/c1ccccc1)c1ccccc1,-6
CCSc1nnc(NC(=O)CCc2c(C)nn(-c3nc(C)cc(=O)[nH]3)c2C)s1,0
CN(CCO)CC1COCCN1C(=O)C1CCC1 (stereo not given),-13
COc1ccc(-c2oc3ccc(OC)cc3c2C(=O)Nc2ccccc2Cl)cc1,-9
NS(=O)(=O)c1ccc2nc(NC(=O)c3ccc4c(c3)CCCC4)sc2c1,-6
O=C(CSc1ccc(F)cc1)NC1CCCC(OC(=O)Nc2ccc(F)cc2)C1 (stereo not given),-9
COC1CCN(S(=O)(=O)Cc2cccc(C)c2)CC1,-11
O=C(Nc1nc(-c2ccccn2)cs1)c1ccc(N2CCCC2)nn1,72*
Cc1cccc(NC(=O)c2c[nH]c(=O)n(C)c2=O)n1,-16
S=c1[nH]nc(-c2ccco2)n1N=Cc1ccc(Cl)cc1,15
Cc1ccc(C)c2sc(NCc3ccccn3)nc12,11
O=S(=O)(c1cccc(Cl)c1)N1CCN(c2ccc(-c3ccccc3)nn2)CC1,-2
O=C(CNC(=O)c1ccc([N+](=O)[O-])cc1)NN=Cc1ccc(OC(=O)c2ccccc2)cc1,-2
CCC(=NNC(=O)c1ccc2c(c1)OCO2)c1ccccc1,1
Cn1cnnc1S(=O)(=O)C1CCN(S(=O)(=O)c2ccc3oc(=O)n(C)c3c2)CC1,-14
O=C(NN=Cc1c(O)n(-c2ccccc2)c(=O)[nH]c1=O)c1ccncc1,34
O=C(COc1ccc(Cl)cc1)NCCCn1ncccc1=O,-4
O=C(NCC1CCN(c2nc3ccccc3o2)CC1)c1nc2ccccc2s1,5
NCCn1ncc2c(N3CCCC3)ncnc21,1
CCSc1ccccc1C(=O)Nc1nc2c(s1)CN(CC)CC2,-3
OCCN1CCN([C@H]2Cc3cc(Cl)ccc3Sc3ccc(Cl)cc32)CC1,6
O=C(CSc1nnc(-c2cccnc2)o1)NC1CCCC1,-10
Cc1nc2ncccc2c(=O)n1-c1cccc(NC(=O)c2ccc(Br)o2)c1,-24
COc1c2ccc(C(=O)N3C4CCC3CC(S(=O)(=O)c3ccccc3)C4)cc2nn1C (stereo not given),-13
COc1ccc2oc(C)c(C(C)N)c2c1 (stereo not given),-9
O=C(NCc1nn(CCN2CCCC2)c(=O)c2ccccc12)Nc1ccccc1Cl,-2
O=S(=O)(N=C(NS(=O)(=O)c1ccccc1)c1ccccc1)c1ccccc1,-4
CCOc1ccc(-c2ccc(OCCNS(=O)(=O)c3ccc(OCC)cc3)nn2)cc1,-10
O=C(Nc1nc(-c2ccccn2)cs1)C1(n2cnnn2)CCCCC1,158*
O=C(CCSc1ccccc1)NCC(O)Cn1ccccc1=O (stereo not given),-4
N#CC1=C(SCC(=O)Nc2cc(Cl)cc(Cl)c2)NC(=O)CC1c1cccs1 (stereo not given),-6
O=C(Nc1ccc(F)cc1)c1sccc1S(=O)(=O)N1CCN(c2ccccc2F)CC1,-23
O=C(c1ccco1)N1CCN(c2ncnc3sc(-c4ccccc4)cc23)CC1,2
COc1cc(-c2nn3c(=O)c4ccccc4nc3n2N)cc(OC)c1OC,14
CC(=O)c1sc(NC(=O)C2CCCN(S(C)(=O)=O)C2)nc1C (stereo not given),9
Cc1c(-c2nc(-c3ccc(F)cc3)no2)sc2ncn(CC(=O)N3CCCC3)c(=O)c12,5
Cc1cc(C(=O)NN=C2CC(=O)c3ccccc32)c(C)n1-c1ccccc1,3
Cc1cc(OC2CCN(C(=O)Cc3ccsc3)CC2)cc(=O)o1,-1
O=C(CCn1cnc(-c2ccccc2)c1-c1ccccc1)NN=Cc1ccc(O)cc1,15
CC1=C(C)CC2C(=O)N(c3ccc(O)cc3)C(=O)C2C1 (stereo not given),12
Cc1ccc(C(=O)NCCN2CCN(c3ccc(F)cc3)CC2)cc1C,-8
COC(=O)c1ccc(C=NNC(=S)NCCN2CCOCC2)cc1,-1
CCCOc1ccc(N2CCN(C(=O)COc3ccc(F)cc3)CC2)nn1,-8
Cc1noc(CNC(=O)c2cc(C3CC3)on2)n1,-21
CC(CC(=O)NCc1ccco1)=NNC(=O)c1ccc([N+](=O)[O-])cc1Cl,-1
COc1ccccc1NC(=O)N(C1=NCCC1)c1ccc(F)cc1,-10
O=c1c2cnn(C3CCS(=O)(=O)C3)c2ncn1Cc1ccc(Cl)c(Cl)c1 (stereo not given),-5
Cc1cc(NC(=O)Cc2cc(-c3ccc(F)cc3)on2)no1,-9
Cc1ccc(C(O)=C2C(=O)C(=O)N(c3ccccn3)C2c2cccc([N+](=O)[O-])c2)cc1 (stereo not given),0
Cc1cc(NC(=O)[C@H]2CCc3nc(C)[nH]c3C2)sn1,-20
CNC(=O)Cc1csc(NC(=O)c2ncc(-c3ccc(Cl)cc3)o2)n1,26
Cc1ccc(S(=O)(=O)NN=Cc2ccc3c(c2)OCO3)c(C)c1,12
Cc1csc(NC(=O)CCCSc2ccc(NC(=O)C3CC3)nn2)n1,-11

# Next section, overlapping the part above by 4 compounds.
SMILES,PriA SSB inh
Cc1cc(NC(=O)[C@H]2CCc3nc(C)[nH]c3C2)sn1,-20
CNC(=O)Cc1csc(NC(=O)c2ncc(-c3ccc(Cl)cc3)o2)n1,26
Cc1ccc(S(=O)(=O)NN=Cc2ccc3c(c2)OCO3)c(C)c1,12
Cc1csc(NC(=O)CCCSc2ccc(NC(=O)C3CC3)nn2)n1,-11
O=C(CCc1ccccc1Br)N1CCC2(CC1)OCCS2,-7
CC(=O)Nc1ccc(SCc2cccc(F)c2)nn1,4
Cc1cc(CNC(=O)c2cccc3ccccc23)nc(N(C)C)n1,3
O=c1c2sc3cccc(F)c3c2nc2n1CC(NCc1ccccc1)OC2 (stereo not given),-26
O=c1[nH]cnc2c(Cl)cc(Cl)cc12,2
O=C(NCCCn1nc(-c2ccco2)ccc1=O)c1ccccc1,-7
O=c1c(S(=O)(=O)N2CCCC2)cccn1Cc1noc(-c2ccco2)n1,-16
Cc1sc(NC(=O)C2CCN(S(=O)(=O)c3ccc(Cl)s3)CC2)c(C#N)c1C,1
O=c1ccc2ccc(Oc3ncnc4scc(-c5ccc(F)cc5)c34)cc2o1,2
COc1nn(C)cc1C(=O)NCCn1nc(-c2ccccn2)cc1C1CC1,-13
Cc1ccc(NC(=O)C2Cc3ccccc3C(=O)O2)c([N+](=O)[O-])c1 (stereo not given),0
COc1ccc(-c2noc(Cn3ccn4nc(-c5cccs5)cc4c3=O)n2)c(OC)c1,-13
Cc1ccc(SCc2c(C(=O)NN=Cc3ccoc3)nnn2-c2nonc2N)cc1,-4
O=C(NCCOc1cc(N2CCOCC2)ncn1)C1CCCC1,8
COc1cccc2cc(-c3csc(NC(=O)c4cc5ccccc5oc4=O)n3)oc12,-3
O=C(NCc1ccc(Cl)c(Cl)c1)c1cc(S(=O)(=O)N2CCC3(CC2)OCCO3)ccc1F,-1
O=C(Nc1ccc2c(c1)N(S(=O)(=O)c1ccccc1)CCC2)c1ccc(Br)o1,-3
N#Cc1ccc(Cl)cc1NC(=O)CC1CCCCN1S(=O)(=O)c1cccs1 (stereo not given),18
O=C(N/N=C\c1cc([N+](=O)[O-])ccc1O)C12CC3CC(CC(C3)C1)C2,-4
O=C1CCCN1[C@H](CNS(=O)(=O)C1CC1)Cc1cccc(F)c1,-4
O=C(O)c1ccc(=O)oc1,-2
O=C(Cc1ccc(F)cc1)NCCn1ncc2c(=O)n(Cc3ccc(F)cc3)cnc21,-6
CCN(CC)c1ccc(NC(=O)CN2CCCN(Cc3ccccc3Cl)S2(=O)=O)c(C)c1,30
O=C(Nc1ccccc1F)c1cc(C2CCN(C(=O)[C@H]3CCOC3)CC2)[nH]n1,-17
O=C(Cc1cc(=O)[nH]c(SCc2ccccc2F)n1)NCc1ccc(Cl)cc1,-13
CC(=NNC(=O)C(=O)Nc1cccc(Cl)c1C)c1ccncc1,2
O=C(Nc1nnc(-c2ccccc2Cl)s1)c1c(F)cccc1F,-4
O=C(COc1ccc(Cl)cc1)N1CCCC(c2nnc(C(F)(F)F)o2)C1 (stereo not given),-7
COc1ccc(NC(=O)Cc2csc(Nc3ccc(S(C)(=O)=O)cc3)n2)cc1OC,5
O=C(Cc1cc(=O)[nH]c(SCC(=O)Nc2ccccc2F)n1)NCc1ccccc1,-8
Cc1nc(-n2nc(-c3ccco3)cc2NC(=O)c2ccc3c(c2)OCO3)[nH]c(=O)c1C,-7
OCC(O)C=NNc1nc2ccccc2s1 (stereo not given),-7
COc1ccc2nc(-c3ccc(C)c(NS(=O)(=O)c4cc(F)ccc4OC)c3)cn2n1,3
CCOC(=O)CCC(=O)NCCN1CCN(S(C)(=O)=O)CC1,-15
